FXIIa inh 1536: factor XIIa (human) inhibition; purified FXIIa, Boc-QGR-AMC fluorogenic substrate, 2 h; AID 800; inhibition, % at 5 µM; 220,000 compounds, 0.3% hits; P00748; in the data active = inhibition above about 40%;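 note: 0% = enzyme with no compound and 100% = blank without enzyme; many of its hits are not listed in these tables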
Wee1 stabilizer: inhibitors of human Wee1 degradation. P30291. HeLa Luc-Wee1K328M stability, luciferase luminescence; 100% = proteasome inhibitor MG132 effect. reporter increase, % at 5 µM. 220,000 compounds, 1.2% hits. AID 1321;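 active = activation above the mean of all tested compounds plus 3 SD, set per screening run, cut at about 8.8% in these data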;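 note: cells exposed to compound for 20 h before luminescence read; 0% = DMSO alone and 100% = MG132 at 30 µM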
Runt-CBFb FRET: inhibitors of human RUNX1 Runt domain binding to CBFb | Cerulean-Runt/Venus-CBFb FRET ratio 530/480, 1 h | Q01196+Q13951 | 220,000 compounds, 0.46% hits | inhibition, % at 20 µM;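 active = inhibition over about 50% at 20 µM in the single-dose screen, limit read from the data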;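 note: 0% = DMSO wells and 100% = excess unlabeled CBFb competitor control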
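Assay system: Cerulean-Runt domain / Medium: Tris 50 mM pH 7.5, KCl, K2SO4, 0.01% BSA / Timing: protein complex preformed 1 h, compound exposure 1 h, room temperature, dark / Measured by: FRET, excitation 422 nm, emission at 530 and 480 nm / Evaluation: loss of energy transfer signal / Control set: 5 µM unlabeled CBFb as full-inhibition high control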
14-3-3 Bad PPI: disrupts binding of bovine 14-3-3 zeta to phospho-Bad peptide; 220,000 compounds, 0.71% hits; inhibition, % at 21.7 µM; TR-FRET 14-3-3zeta/Dy647-pBad peptide displacement, 1 h;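 active = inhibition above about 70%, limit read from the data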;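 note: 0% = full 14-3-3 plus peptide FRET controls and 100% = background without 14-3-3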
Target sequence (P63103 whole entry, looked up): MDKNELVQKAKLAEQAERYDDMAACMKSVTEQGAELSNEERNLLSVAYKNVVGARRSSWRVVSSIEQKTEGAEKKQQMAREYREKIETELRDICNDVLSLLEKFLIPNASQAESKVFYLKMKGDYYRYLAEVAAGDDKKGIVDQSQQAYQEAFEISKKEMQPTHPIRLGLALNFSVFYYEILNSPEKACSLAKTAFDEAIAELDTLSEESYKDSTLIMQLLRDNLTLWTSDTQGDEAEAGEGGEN
Hck-Nef inh: blocks Nef-activated human Hck kinase; P08631; Recombinant Hck-YEEI plus Nef, Z-Lyte FRET kinase assay; inhibition, % at 20 µM; 220,000 compounds, 0.68% hits;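 active = Hck-Nef kinase inhibition above about 50%, limit read from the data; inactive = inhibition below that limit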;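 note: 0% = DMSO with Hck plus Nef and 100% = Hck alone without Nef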
hK5 inh: blocks human kallikrein 5 protease activity | inhibition, % at 5 µM | recombinant hK5, fluorogenic AMC substrate cleavage | 210,000 compounds, 0.59% hits | Q9Y337;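 active = inhibition of 40% or more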;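 note: 0% = enzyme controls without compound and 100% = no-enzyme blanks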
Thrombin inh: thrombin (human) inhibition; alpha-thrombin, Boc-VPR-AMC fluorogenic substrate cleavage; inhibition, % at 5 µM; 220,000 compounds, 0.26% hits;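 active = inhibition at or above 40%; inactive = inhibition below 40%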;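 note: 0% = enzyme with no compound and 100% = wells without enzyme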
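Material: Human alpha-thrombin protein | Buffer or medium: pH 7.5 Tris-saline with Tween 20 | Reagent: Boc-VPR-AMC substrate, 15 µM final | Schedule: Reaction at ambient temperature | Detection: AMC fluorescence at 355 nm excitation and 460 nm emission | Evaluation: Percent inhibition scaled between no-compound controls and no-enzyme blanks | Controls: no-compound enzyme wells and no-enzyme blanks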
FXIa inh 1536: inhibitors of human coagulation factor XIa; P03951; purified FXIa, Boc-Glu-Ala-Arg-AMC fluorogenic substrate; inhibition, % at 5 µM; 220,000 compounds, 0.14% hits; AID 798;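 active = inhibition of at least 40%; inactive = inhibition below 40%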;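 note: fluorescence of freed AMC excited at 355 nm; 0% = enzyme without compound and 100% = no enzyme blank; many of its hits are not listed in these tables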
Target sequence (P03951 19-387 limits assumed): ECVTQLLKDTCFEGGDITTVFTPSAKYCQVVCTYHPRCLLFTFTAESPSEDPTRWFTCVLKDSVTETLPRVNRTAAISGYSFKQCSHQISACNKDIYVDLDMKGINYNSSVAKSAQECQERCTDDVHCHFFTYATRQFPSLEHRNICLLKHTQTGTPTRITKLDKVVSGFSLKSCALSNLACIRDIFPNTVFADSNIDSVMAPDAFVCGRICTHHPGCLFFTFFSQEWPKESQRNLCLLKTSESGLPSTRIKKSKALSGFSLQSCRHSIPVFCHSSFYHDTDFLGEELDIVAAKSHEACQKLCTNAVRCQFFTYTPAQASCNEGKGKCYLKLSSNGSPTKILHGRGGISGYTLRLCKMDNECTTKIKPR
Target sequence (P03951 388-625 limits assumed): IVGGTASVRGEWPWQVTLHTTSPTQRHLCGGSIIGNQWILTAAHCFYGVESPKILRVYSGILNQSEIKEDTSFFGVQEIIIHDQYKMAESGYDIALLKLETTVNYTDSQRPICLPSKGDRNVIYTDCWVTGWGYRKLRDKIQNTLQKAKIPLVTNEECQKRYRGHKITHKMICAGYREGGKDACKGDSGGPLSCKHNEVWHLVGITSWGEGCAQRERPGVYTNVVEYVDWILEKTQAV
Runt-SMMHC FRET: blocks binding of human RUNX1 Runt domain to CBFb-SMMHC | Q01196+Q13951 | Cerulean-Runt/Venus-CBFb-SMMHC FRET ratio 530/480, 1 h | inhibition, % at 20 µM | 220,000 compounds, 0.74% hits | AID 1434;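 active = mean inhibition across duplicate retests at 20 µM reaching about 50%, limit read from the data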;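 note: 0% = DMSO wells and 100% = wells with excess untagged CBFb-SMMHC; inhibitors lower the FRET ratio by blocking Runt binding to CBFb-SMMHC; some results filed as inactive read as strong as hits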
Starred values were filed as active, the others as inactive; / = no result given; [ ] = remark or other dose. Not a hit list; about 4.2% have a hit in one of these screens.

SMILES	FXIIa inh 1536	Wee1 stabilizer	Runt-CBFb FRET	14-3-3 Bad PPI	Hck-Nef inh	hK5 inh	Thrombin inh	FXIa inh 1536	Runt-SMMHC FRET
COc1ccc(C(=O)Nc2nc(-c3ccc([N+](=O)[O-])cc3)c(-c3ccc(OC)cc3)s2)cc1	10	3	-32	0	3	-2	-5	5	-96
Cc1cccc(C(=O)NCC2CCCO2)c1 (stereo not given)	11	1	-2	-5	-22	-8	3	5	-2
CCc1ccc(C(CC(=O)c2ccc(Cl)cc2)C(=O)O)cc1 (stereo not given)	3	-1	-3	18	0	-10	-1	-6	4
Cc1ccc(OCC(=O)N2c3ccccc3NC(=O)C2(C)C)c([N+](=O)[O-])n1	-2	4	0	-9	21	0	-6	3	2
Cc1ccc(C)c(N2CN(Cc3cccnc3)CNC2=S)c1	2	3	-1	-11	4	-14	-9	-1	2
CSc1nc(-c2ccccc2)nc2c1COC(C)(C)C2	21	1	0	11	1	-12	4	5	-2
CCc1nc2ccccc2n1CC1CC1(Cl)Cl (stereo not given)	5	-2	1	-3	-24	8	1	-4	-4
O=C(Nc1nnc(-c2ccc3c(c2)CCCC3)o1)c1ccccc1Cl	13	2	4	4	1	-47	1	6	3
COC(=O)C1CCCCN1C(=O)CCc1nnc(CCc2c[nH]c3ccccc23)o1 (stereo not given)	6	0	2	-5	-7	/	-1	0	0
CCCCCCOc1ccc(C(=O)O)cc1C#N	22	5	-2	-4[fluorescence artefact?]	-7	-3	-8	16	6
CC(=O)N1CCCc2ccccc21	14	-3	1	-9	-1	-17	-29	-1	2
CC(=O)c1cccc(NC(=O)N2CCC(NC(=O)C34CC5CC(CC(C5)C3)C4)CC2)c1	9	1	-2	3	24	-2	17	-5	1
CC1CN(C(=O)c2cc3cc([N+](=O)[O-])ccc3s2)CC(C)O1 (stereo not given)	3	-3	1	1	21	-3	4	-3	3
CC(O)CNc1nc2ccccc2n1CC(=O)NCCc1ccc(Cl)cc1 (stereo not given)	5	-4	1	53[fluorescence artefact?]	3	-1	-4	-13	0
c1ccc(-n2nnc(-c3cccnc3)n2)cc1	12	4	0	-3	-7	2	-2	2	-1
O=C(/C=C/c1ccc(F)cc1)N1CCN(S(=O)(=O)/C=C/c2ccccc2)CC1	/	-1	-4	2	-22	0	-7	-3	-9
Cc1[nH]nc2c1C(c1ccc3c(c1)OCO3)C(C#N)=C(N)O2 (stereo not given)	5	0	2	-12	-1	-18	5	6	-1
CNC(=O)c1ccccc1NC(=O)c1cccc(S(=O)(=O)N2CCC(C)CC2)c1	23	2	-1	10[fluorescence artefact?]	-3	-5	-4	9	-1
O=C(NNC(=O)c1cc(-c2ccco2)nc2ccccc12)c1ccccc1	-3	-2	11	-8	23	-2	-6	4	1
O=C(/C=C/c1ccco1)NC(=S)Nc1ccccc1O	4	-1	-18	-1	54*	-4	-5	-4	-82
Cc1ccc(S(=O)(=O)N(C)CC(=O)O/N=C(\N)c2ccccn2)cc1	11	-1	-1	-5	1	2	-4	-4	1
Cc1ccc(C)c(NC(=S)NCCCN2CCOCC2)c1	10	7	0	-10	1	14	6	3	-6
Cc1ccc(OCC(=O)NNC(=O)CSc2ncnc3sc(C)c(C)c23)cc1	6	5	-2	6	32	0	-5	-1	2
CC(=O)N1N=C(c2ccc(C)o2)CC1c1ccc(F)cc1 (stereo not given)	6	-1	1	11[fluorescence artefact?]	3	0	-4	9	5
CCOc1ccccc1NC(=O)N1CCC(c2nc3ccccc3[nH]2)CC1	14	0	0	2	2	-10	3	-4	2

Further entries follow.
SMILES	FXIIa inh 1536	Wee1 stabilizer	Runt-CBFb FRET	14-3-3 Bad PPI	Hck-Nef inh	hK5 inh	Thrombin inh	FXIa inh 1536	Runt-SMMHC FRET
COc1cc(CN2CC(C)CC(C)C2)cc([N+](=O)[O-])c1O (stereo not given)	15	-1	1	-15	-1	0	4	4	1
C=CCN1C(=O)/C(=C\C=C2\N(C)c3ccccc3C2(C)C)SC1=S	13	-3	-13	-6	4	-5	1	0	-31
CCn1c(SCC(=O)OC2CCCCC2)nc2ccccc2c1=O	16	-1	-1	4	3	3	7	12	-4
CS(=O)(=O)CCC(C(=O)OCc1ccc(Br)cc1)N1C(=O)c2ccccc2C1=O (stereo not given)	4	-1	-6	-2	-2	-10	3	3	-11
O=c1c2c(nc3n1CCCCC3)-c1ccccc1CC21CCCCC1	8	-1	0	-19	3	-1	0	30	3
CS(=O)(=O)N1CCN(c2ccc(C(=O)N3CCOCC3)cc2[N+](=O)[O-])CC1	10	0	0	-1	0	1	-1	-1	-1
Cc1ccc(S(=O)(=O)N2CCC(C(=O)Nc3ccc4c(c3)COC4=O)CC2)cc1	12	-1	-1	4[fluorescence artefact?]	0	1	-1	1	-7
C=CCn1c(CNC(=O)c2ccccc2F)nnc1SCC(=O)NC(C)c1ccccc1 (stereo not given)	6	0	-2	5	0	3	-3	-4	2
Cc1cc(C)nc(S/C=C/C(=O)c2ccccc2F)n1	4	0	8	-2	-18	-5	-8	-3	3
N#Cc1c(NC(=O)CSc2nnnn2C2CCCC2)sc2c1CCCC2	-6	-2	-2	-2	1	-15	-6	3	-5
O=C(Nc1ccc(Cl)c(Cl)c1)c1ccncc1	10	-2	2	-2	0	1	2	1	-8
O=C(O)C1CC=CCC1C(=O)Nc1ccc(S(=O)(=O)N2CCCc3ccccc32)cc1 (stereo not given)	9	-3	1	-1	0	-20	5	-2	-3
O=c1c2c([nH]c3ccccc13)CCCC2	12	6	-3	17	-1	-7	0	6	-2
O=C1c2cccc(OCc3ccc(F)cc3)c2CCN1Cc1ccccc1	18	4	-3	7[fluorescence artefact?]	0	21	-8	23	-6
O=C(CC1(O)C(=O)N(Cc2ccccc2)c2ccccc21)c1ccncc1 (stereo not given)	6	2	0	2	3	4	1	4	-3
Clc1cccc2c1CCN(Cc1nc(-c3cnccn3)no1)C2	4	1	-2	-10	21	-6	-7	-8	-1
C=CCN(C(=O)CSc1nc2c(sc3ccccc32)c(=O)n1CCN(CC)CC)c1ccccc1	9	2	-5	-8	8	/	-5	0	1
CCc1ccc(C(=O)NC(CCSC)C(=O)O)cc1 (stereo not given)	8	0	0	6	1	-12	-12	2	2
COc1ccc(-c2ocnc2C(=O)N2CCN(Cc3cccnc3)CC2)cc1	5	-2	2	-6	0	-4	1	-4	-2
O=C(N/N=C/c1cc(Br)c(O)c(Br)c1)c1cccc(C(F)(F)F)c1	11	12*	-5	-8[fluorescence artefact?]	2	-2	4	11	-21
CCN(CC)c1ccc(/C=N/NC(=O)c2ccco2)c(O)c1	-3	5	75*	-6	-71	-6	-5	1	82*
O=C1Nc2ccccc2N2CCCC12 (stereo not given)	7	-4	-1	10	20	-3	-4	-3	-10
CCCNC(=O)N1CCN(S(C)(=O)=O)CC1	7	-4	3	-17	22	-30	1	-20	-1
O=C(Nc1ccccn1)c1cc(-n2cnnc2)ccc1Cl	5	4	0	-11[fluorescence artefact?]	-9	-18	-4	1	0
O=C(CSc1ccc2nnc(-c3ccccc3)n2n1)NCc1ccco1	-2	0	0	-9	2	1	-2	-2	-1

Following part:
SMILES	FXIIa inh 1536	Wee1 stabilizer	Runt-CBFb FRET	14-3-3 Bad PPI	Hck-Nef inh	hK5 inh	Thrombin inh	FXIa inh 1536	Runt-SMMHC FRET
CNC(=O)c1ccsc1NC(=O)c1ccc2c(c1)CCCC2	8	5	3	-9[fluorescence artefact?]	-4	0	2	10	2
Cc1ccc(NC(=O)CN(C)C(=O)COc2cc(F)ccc2[N+](=O)[O-])cc1	12	7	-1	-1	9	-10	1	3	0
CC(=O)Nc1ccc(SCC(=O)c2cc(C)n(CC(F)(F)F)c2C)cc1	16	1	0	-5	1	16	28	15	0
CC(C)(C)NC(=O)CN(CCc1ccccc1)C(=O)c1csnn1	6	-4	/	-1	17	0	-10	-3	/
COc1ccc(-c2cc(C(F)(F)F)n3ncc(C(=O)N(C)Cc4ccccc4)c3n2)cc1	11	3	1	1	-16	7	3	5	11
C=CCn1c(C)nnc1SCC(=O)N1CCN(S(=O)(=O)c2ccccc2)CC1	10	-1	0	-4	9	15	3	3	2
CCCCCCCCCCC(=O)NNC(=O)c1c(O)c2ccccc2n(CC)c1=O	6	-1	-1	-21	0	-1	5	-2	3
Cc1ccc(S(=O)(=O)CC(c2ccccc2)N2CCOCC2)cc1 (stereo not given)	4	1	-2	10	10	-27	-10	-7	0
O=C(COc1ccccc1)Nc1nnc(C23CC4CC(CC(C4)C2)C3)s1	7	0	-1	1[fluorescence artefact?]	-6	-7	-1	4	-2
CC(=O)N1c2ccccc2C(C)(c2ccccc2)CC1(C)C (stereo not given)	26	2	0	-6	-25	-13	1	16	-2
O=C(c1ccccc1)c1nccn1-c1ccc(Cl)nn1	3	0	-2	-3	-1	23	-4	-16	-1
Cc1ccccc1NC(=S)N1CCN(C(=O)c2ccco2)CC1	8	1	1	-8	1	-1	-3	-7	-1
COc1ccc(Cl)cc1Nc1nc(-c2sc(NC(=O)c3ccco3)nc2C)cs1	14	-2	7	23	0	-22	3	2	7
CCCCc1noc2c1/C(=N\O)CC(c1ccccc1)C2 (stereo not given)	12	2	-1	15[fluorescence artefact?]	-1	-20	-3	9	-6
COc1cnc(-c2ccccn2)nc1N(C)C	1	1	3	-15	2	-10	-8	-6	0
CC(C)CNC(=O)c1cccc(NC(=O)CSc2ccc(Cl)cc2)c1	5	-1	-6	-16	1	-13	-2	-1	1
Cc1sc(NC(=O)CN2CCOCC2)nc1-c1ccc2c(c1)CCN2S(=O)(=O)c1ccccc1	14	-2	0	-8	1	5	-1	-1	0
O=C(O)C1CCCN1S(=O)(=O)c1cccs1 (stereo not given)	-9	4	1	-7	8	-19	-4	2	-3
C/C(=N/NC(=O)CNC(=O)c1ccccn1)c1cccc([N+](=O)[O-])c1	6	-2	1	-6	27	13	-6	0	-1
Cc1ccc(NC(=O)c2cccc(OCc3c(C)noc3C)c2)c(C)c1	4	-2	-1	-4[fluorescence artefact?]	2	-4	0	-5	-1
CCOC(=O)C(C)Sc1nnc(NC(=O)c2ccc3c(c2)OCO3)s1 (stereo not given)	4	2	-1	-21	4	-9	2	-4	-2
O=S(=O)(/N=C(/Nc1ccccc1)c1ccccc1)c1cccs1	2	-1	2	3	1	2	-7	-6	4

Entries listed above printed as active in Wee1 stabilizer.
SMILES	FXIIa inh 1536	Wee1 stabilizer	Runt-CBFb FRET	14-3-3 Bad PPI	Hck-Nef inh	hK5 inh	Thrombin inh	FXIa inh 1536	Runt-SMMHC FRET
O=C(N/N=C/c1cc(Br)c(O)c(Br)c1)c1cccc(C(F)(F)F)c1	11	12*	-5	-8[fluorescence artefact?]	2	-2	4	11	-21

High-throughput results deposited in PubChem BioAssay by several laboratories.
